# PAD4 inhibition: human PAD4 inhibitors, primary screen, biochemical, fluorescence polarization (AID 463073); recombinant PAD4, RFA probe fluorescence polarization; active compounds read high; inhibition, % at 5 µM; 0.5% of 2,000 active;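 active = inhibition above 30%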;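 also: 0% = PAD4 with DMSO and 100% = wells lacking PAD4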
#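 System: recombinant PAD4. Amount: PAD4 at 2 µM in dispensed buffer, before additions. Doses: single 5 µM final compound concentration. Timing: 30 min 25 °C preincubation, 5 h 37 °C labeling. Benchmarks: wells lacking PAD4 as full-inhibition control. Repeats: single well per compound. Measured by: FP, ex 525 nm, em 598 nm.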
# * = called active by the depositor. Some of the compounds tested; the hit share may differ from the screen's.
> Cc1ccc2c(c1)C1CN(C)CCC1N2C(=O)Nc1cccc(Cl)c1 (stereo unspecified)
  PAD4 inhibition = 4.1

> O=C1CN=C(c2ccccc2F)c2cc(Cl)ccc2N1
  PAD4 inhibition = 3.0

> C[N+]1(C)C2CCC1CC(OC(=O)C(CO)c1ccccc1)C2 (stereo unspecified)
  PAD4 inhibition = -2.7

> CCN(CC)CCOC(=O)C(O)(c1ccccc1)c1ccccc1
  PAD4 inhibition = -0.1

> CC1CCC[C@H](O)CCCCCc2cc(O)cc(O)c2C(=O)O1 (stereo partly specified)
  PAD4 inhibition = 3.0

> CC12CCC3C(CC=C4CC5(CCC43C)OCCO5)C1CCC2=O (stereo unspecified)
  PAD4 inhibition = -3.0

> C[C@H](O)[C@H]1CC[C@H]2[C@@H]3CCC4=CC(=O)CC[C@]4(C)[C@H]3CC[C@]12C
  PAD4 inhibition = 1.6

> C[C@]12CC[C@@H](O)C[C@@H]1CC[C@@H]1[C@@H]2CC[C@]2(C)C(=O)CC[C@@H]12
  PAD4 inhibition = -2.1

> CC[C@@H](CO)NC(=O)[C@@H]1C=C2c3cccc4c3c(cn4C)C[C@H]2N(C)C1
  PAD4 inhibition = 4.5

> CCCC[N+]1(C)[C@@H]2CC(OC(=O)[C@H](CO)c3ccccc3)C[C@H]1[C@@H]1O[C@@H]12 (stereo partly specified)
  PAD4 inhibition = 2.3

# Next section, starting with the last five of the part before.
> CC12CCC3C(CC=C4CC5(CCC43C)OCCO5)C1CCC2=O (stereo unspecified)
  PAD4 inhibition = -3.0

> C[C@H](O)[C@H]1CC[C@H]2[C@@H]3CCC4=CC(=O)CC[C@]4(C)[C@H]3CC[C@]12C
  PAD4 inhibition = 1.6

> C[C@]12CC[C@@H](O)C[C@@H]1CC[C@@H]1[C@@H]2CC[C@]2(C)C(=O)CC[C@@H]12
  PAD4 inhibition = -2.1

> CC[C@@H](CO)NC(=O)[C@@H]1C=C2c3cccc4c3c(cn4C)C[C@H]2N(C)C1
  PAD4 inhibition = 4.5

> CCCC[N+]1(C)[C@@H]2CC(OC(=O)[C@H](CO)c3ccccc3)C[C@H]1[C@@H]1O[C@@H]12 (stereo partly specified)
  PAD4 inhibition = 2.3

> C=CC1CN2CCC1CC2[C@@H](OC(=O)c1ccc(OC)cc1)c1ccnc2ccccc12 (stereo partly specified)
  PAD4 inhibition = 2.4

> C[C@H]1CCC[C@H](O)CCCCCc2cc(O)cc(O)c2C(=O)O1
  PAD4 inhibition = -1.7

> CN1CC[C@@]23CCCC[C@@H]2[C@@H]1Cc1ccc(O)cc13
  PAD4 inhibition = 3.7

> CC(Cc1ccccc1)NCC(=O)Nc1cc(N(C)C)nc2ccccc12 (stereo unspecified)
  PAD4 inhibition = 4.5

> OC1CCCCC1N1CCC(c2ccccc2)CC1 (stereo unspecified)
  PAD4 inhibition = 2.3

> O=S(=O)(c1ccc(F)cc1)N1CCCCC1c1cccnc1 (stereo unspecified)
  PAD4 inhibition = -0.4

# Screens from PubChem BioAssay.
